mcGAS MS inh: mouse cGAS inhibition by mass spec; Q8C6L5; recombinant mouse cGAS, cGAMP by RapidFire MS; inhibition, % at 12.5 µM; hit rate 0.18% among 130,000; AID 1259397;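 active means inhibition of cGAS enzyme activity at or above 60%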;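 further: enzyme stimulated by 45 bp dsDNA with ATP and GTP substrates; cGAMP share of summed cGAMP plus half ATP and half GTP signals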
Target sequence (Q8C6L5 whole entry, looked up): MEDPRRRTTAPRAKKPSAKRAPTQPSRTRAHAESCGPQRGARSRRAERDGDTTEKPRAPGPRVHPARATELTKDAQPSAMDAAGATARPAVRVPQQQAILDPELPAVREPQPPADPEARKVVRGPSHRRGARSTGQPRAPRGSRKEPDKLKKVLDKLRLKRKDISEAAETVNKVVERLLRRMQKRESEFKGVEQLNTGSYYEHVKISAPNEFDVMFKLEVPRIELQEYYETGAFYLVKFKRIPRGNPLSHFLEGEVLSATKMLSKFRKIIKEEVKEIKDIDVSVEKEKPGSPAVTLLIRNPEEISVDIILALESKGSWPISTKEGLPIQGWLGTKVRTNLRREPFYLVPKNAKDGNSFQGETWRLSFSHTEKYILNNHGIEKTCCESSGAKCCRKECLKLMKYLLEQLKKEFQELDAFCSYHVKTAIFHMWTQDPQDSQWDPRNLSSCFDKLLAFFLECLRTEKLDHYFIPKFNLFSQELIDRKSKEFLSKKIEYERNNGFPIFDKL
Starred values were filed as active, the others as inactive; & = joins results of further samples.

SMILES	mcGAS MS inh
C=CCC(Nc1ccccc1)c1ccco1 (stereo not given)	-7
CCOc1cc2c(cc1-c1nccn1CCc1cnc[nH]1)CCC2	-27
O=C(Nc1nc(-c2cc([N+](=O)[O-])cs2)cs1)c1nc2ccccc2s1	-6
CCc1cc(N2CCN3CCN(C)CC3C2)nc(N2CCOCC2)n1 (stereo not given)	-27
CC(Cn1cncn1)C(=O)NCc1cccnc1-n1cnc2ccccc21 (stereo not given)	-13
CCCc1ccc(CN2CCN3C(=O)CN(C)C(=O)C3C2)o1 (stereo not given)	-17
COC(=O)Nc1ccc2[nH]cc(CCNC(C)=O)c2c1	-19
N#Cc1ccc(N2CCC(OC(=O)CC(C3CC3)C3CC3)C2=O)cc1 (stereo not given)	-7
CC(C)c1ccc(N2CC(c3nc(-c4ccccn4)no3)CC2=O)cc1 (stereo not given)	-2
O=C(CCc1ccsc1)NCC1CCC2(CC1)OCCO2	-10
O=C(Nc1ccc2oc(C(F)(F)F)nc2c1)N(Cc1ccccn1)C1CC1	3
CN(Cc1ccccc1)C1CCCN(C(=O)CN2C(=O)c3ccccc3C2=O)C1 (stereo not given)	-4
CCc1c(C(=O)N2CCC3(CCCN(CCOC)C3=O)C2)[nH]c2ccccc12 (stereo not given)	7
Nc1cccnc1Sc1cc(Cl)cc(Cl)c1	-5
O=C1NCCCC1C(=O)NCCc1c[nH]c2ccc(OCc3ccccc3)cc12 (stereo not given)	-3
N[C@H](C(=O)O)c1ccc(C(=O)O)c(O)c1	-9
CCOC(=O)C1(C/C=C/c2ccccc2)CCCN(C(=O)c2ccc(OC)o2)C1 (stereo not given)	-5
Cc1nn(CC(=O)NS(=O)(=O)c2ccc(F)cc2)c(C)c1Cl	-8
N#CC(=Cc1ccc(F)cc1)c1nnc2n1-c1cc([N+](=O)[O-])ccc1OC2	46
Cc1nc(CNC(=O)C2CCCN(C(=O)c3ccccc3)C2)cs1 (stereo not given)	-5

Random excerpt: 7 compounds from above
SMILES	mcGAS MS inh
CN(Cc1ccccc1)C1CCCN(C(=O)CN2C(=O)c3ccccc3C2=O)C1 (stereo not given)	-4
CCOC(=O)C1(C/C=C/c2ccccc2)CCCN(C(=O)c2ccc(OC)o2)C1 (stereo not given)	-5
O=C(CCc1ccsc1)NCC1CCC2(CC1)OCCO2	-10
Cc1nn(CC(=O)NS(=O)(=O)c2ccc(F)cc2)c(C)c1Cl	-8
CCOc1cc2c(cc1-c1nccn1CCc1cnc[nH]1)CCC2	-27
CCc1cc(N2CCN3CCN(C)CC3C2)nc(N2CCOCC2)n1 (stereo not given)	-27
O=C(Nc1ccc2oc(C(F)(F)F)nc2c1)N(Cc1ccccn1)C1CC1	3

(continued)
SMILES	mcGAS MS inh
Cc1ccc(S(=O)(=O)NC(C)C)cc1C(=O)OCC#N	-4
O=C1c2ccccc2C(=O)C1c1nccc2ccccc12	8
O=C(O)CSCc1csc2c1CCCC2	-5
CCN(CC)CCNc1nc2c(OC)cccc2s1	-30
CSc1ccccc1C(=O)N1CCC(CCC(=O)NC2CC2)CC1	-11
CN(c1ccccc1)S(=O)(=O)c1c[nH]c(=O)[nH]c1=O	-4
CC1(c2ccc3c(c2)OCO3)NC(=O)N(Cc2cc(=O)oc3cc4c(cc23)CCC4)C1=O (stereo not given)	-12
COc1ccc(/C=C/C(=O)Nc2ccc(C34CC5CC(CC(O)(C5)C3)C4)cc2)cc1	1
O=C(O)C1(CCCc2ccccc2)CCCN(c2cnccn2)C1 (stereo not given)	2
Cc1cccc(SC2CCN(Cc3nc(-c4ccc5c(c4)OCO5)no3)CC2)c1	-9
CCCOc1ccc(C2NC(=O)NC(C)=C2C(=O)OCCC(C)C)cc1 (stereo not given)	2
CN(C1=NC(=O)C(CC(=O)O)S1)c1ccc(O)cc1 (stereo not given)	0
S=c1[nH]nc(CN2CCCC2)n1-c1ccccc1	16
CC(C)(C)n1ncc2c(=O)n(NC(=O)C3CC(=O)N(c4ccc(F)cc4)C3)cnc21 (stereo not given)	-2
O=C(NNC(=O)C12CC3CC(CC(C3)C1)C2)C12CC3CC(CC(C3)C1)C2	-12
COc1ccc(-c2ccc(=O)n(CCCNC(=O)Nc3cccc(OC)c3)n2)cc1	8
CCOc1c[nH]c(C(=O)Nc2ccc(Cl)c(Cl)c2)cc1=O	2
Cc1nn(CC(=O)NCCCCOc2ccc(Cl)cc2)c(C)c1[N+](=O)[O-]	1
Brc1ccc(-c2noc(-c3cccnc3)n2)o1	-27
COc1ccc(/C=C/C(=O)NC2CCN(Cc3ccccc3)C2)cc1OC (stereo not given)	-2

5 neighbouring records from above, for reference:
SMILES	mcGAS MS inh
Cc1ccc(S(=O)(=O)NC(C)C)cc1C(=O)OCC#N	-4
O=C1c2ccccc2C(=O)C1c1nccc2ccccc12	8
O=C(O)CSCc1csc2c1CCCC2	-5
CCN(CC)CCNc1nc2c(OC)cccc2s1	-30
CSc1ccccc1C(=O)N1CCC(CCC(=O)NC2CC2)CC1	-11

Some of these compounds in order of heavy-atom count, largest number first:
SMILES	mcGAS MS inh
COc1ccc(/C=C/C(=O)NC2CCN(Cc3ccccc3)C2)cc1OC (stereo not given)	-2
CCCOc1ccc(C2NC(=O)NC(C)=C2C(=O)OCCC(C)C)cc1 (stereo not given)	2
CSc1ccccc1C(=O)N1CCC(CCC(=O)NC2CC2)CC1	-11
CCOc1c[nH]c(C(=O)Nc2ccc(Cl)c(Cl)c2)cc1=O	2
Cc1ccc(S(=O)(=O)NC(C)C)cc1C(=O)OCC#N	-4

More entries:
SMILES	mcGAS MS inh
O=S(=O)(Nc1cccnc1N1CCCC1)c1cc(F)ccc1F	8
CCOC(=O)N1CCN(C(c2ccc(OC)cc2)c2c(O)cc(C)n(CC)c2=O)CC1 (stereo not given)	-6
CC(C)n1cnnc1CN(C)C(=O)CC1C=CCC1 (stereo not given)	-5
CCN1CCN(C2=C(Cl)C(=O)N(c3ccc(OC)cc3)C2=O)CC1	-4
O=C(O)C1CC(C2CCCCN2)CN2CCCCC12 (stereo not given)	-1
CCOC(=O)c1cnc2cc(OC(=O)c3ccccc3)nn2c1C	-15
CCOc1cc(C=C2SC(=S)N(CCN3CCOCC3)C2=O)ccc1OC	0
O=C1CN(C(=O)c2cc(-c3cccc(F)c3)no2)CCN1	6
Cc1cc(Nc2ccccc2)n(C(C)(C)C)n1	0
Cc1cc(C)nc(NCC2(c3ccc4c(c3)OCO4)CCOCC2)n1	5
O=C1CCCN1C1CCCN(Cc2ncc[nH]2)C1 (stereo not given)	8
Cc1ccc(-n2nc3c(c2NC(=O)Cc2cccc4ccccc24)CS(=O)(=O)C3)cc1C	-7
Cc1cccc2c(CCNC(=O)[C@H](N)c3ccccc3)c[nH]c12	-8
COc1ccc(-c2ccc(C(=O)N3CCOCC3)o2)c2ccc(C)nc12	21
CC(SCC(O)CO)c1c(F)cccc1F (stereo not given)	-10
CCOC(=O)c1cnc2ncnn2c1C	-9
CC(NC(=O)c1cc(Cl)ccc1F)c1ccc(Cl)s1 (stereo not given)	-6
COC(=O)c1c(S(C)(=O)=O)nc(-c2ccccc2)[nH]c1=O	-1
CN1CCc2c(c3ccccc3n2Cc2ccccc2)C1	-6&-3&4
Cc1ccc(SC(C)C(=O)ON=C(N)c2cccnc2)cc1 (stereo not given)	-4
COc1cc(-c2nc3c[n+](CC(=O)C(C)(C)C)ccc3n2C)cc(OC)c1OC	-18
COCc1nccc(C2CCCN(Cc3ccc(C#N)cc3)C2)n1 (stereo not given)	0
COc1ccc(NS(=O)(=O)c2ccc(/C=C/C(=O)N3CCCCCC3)cc2)cc1	5
CCn1nnc2c(NC(C)C)ncnc21	-12
O=C(NCc1nnc2n1CCCCC2)C1CCCCC1	-4
COC(=O)c1ccccc1NC(=O)c1ccc(F)cc1	-8
COc1cc(C=NNC(=O)CNC(=O)c2ccccc2Br)ccc1O	-2
Cn1c(SCc2cc(=O)oc3cc4c(cc23)CCC4)nnc1-c1ccco1	-7
Cc1ccc(C(=O)C(OC(=O)CNC(=O)CNC(=O)Cc2ccccc2)c2ccccc2)cc1 (stereo not given)	-10
CS(=O)c1nncn1CC#Cc1ccc(C(F)(F)F)cc1 (stereo not given)	-6
CC(C)c1nc(-c2ccc(OCc3ccc([N+](=O)[O-])cc3)cc2)no1	-9
COc1cc(-c2nc(C=Nc3cc(Cl)ccc3Cl)c(O)o2)cc(OC)c1OC	18
CCN1CCN(C(=O)C2CCC(=O)N2C2CCCC2)CC1 (stereo not given)	-1
CC(C)C(=O)N1CCC(CNc2nccc(CCC(F)(F)F)n2)CC1	-3
CCCn1ncc(C(=O)N2CCOC(CCCC(C)C)C2)c1C (stereo not given)	-5
CN(C)CCn1cnc(-c2ccccc2)c1-c1ccc(-c2cncnc2)cc1	-35
CSCCCN1CCN(Cc2ncccc2C)CC1	4
Cn1cc(C(=O)Nc2cccc(Cl)c2)c2[nH]c(=O)n(-c3ccc(Cl)cc3)c(=O)c21	-29
O=C(c1ccc2c(c1)CCC2)N1CCCC1CCc1ccccc1 (stereo not given)	-2
CCn1ccnc1CN1CCN(c2ncnc3ccccc23)CC1	0
Cc1ccccc1S(=O)(=O)NC(=O)C1(C)CCN1C(=O)COc1ccc(Cl)cc1 (stereo not given)	-12
CCCCNC(=S)N(C)N=Cc1c(F)c(F)c(F)c(F)c1F	49
O=C(NCc1n[nH]c(=O)[nH]1)C1(c2ccc(F)cc2)CCCC1	-4
CC(C)COC(=O)N1CCC(C(=O)N2C(C)CCCC2C)CC1 (stereo not given)	-3
O=C(Nc1cccc(Cl)c1N1CCOCC1)C1CSC(Cc2ccc(F)cc2)C(=O)N1 (stereo not given)	-3
NC(=O)c1c(NC(=O)c2ccco2)sc2c1CCCC2	5
Cc1nn(C)c(Cl)c1C1CCCN1Cc1cn2ccsc2n1 (stereo not given)	-14
CN(Cc1cnccn1)C(=O)CCCn1nnnc1CN1CCc2ccccc2C1	-2
Cc1ccsc1CN(C)C(=O)c1nn(C)c2c1CCCC2	-8
CCC(C)c1ccc(S(=O)(=O)Nc2cccc(F)c2)cc1 (stereo not given)	-3
CCNc1nc(-c2cc(C)ccc2C)c(C)s1	3
CCn1nc(-c2ccc(C)c(C)c2)ccc1=O	-15
COc1ccc(Cl)c2sc(N(CCN(C)C)C(=O)CCS(=O)(=O)c3ccc(C)cc3)nc12	-3
COc1ccc(-c2cc(N(C)Cc3cc(=O)c(O)co3)n[nH]2)cc1	-6
COc1cccc(Cl)c1-c1cc(C)cnc1N	-32
CCOC(O)[C@H]1N[C@@H](c2ccc(C(F)(F)F)cc2)[C@@H]([N+](=O)[O-])[C@@H]1c1ccccc1 (stereo not given in full)	-9
COc1ccc(S(=O)(=O)N2CCCC(C(F)(F)F)C2)cc1 (stereo not given)	3
N#CC(=Cc1c(F)c(F)c(F)c(F)c1F)C(=O)NC1CCCCC1	-3
CC(C)N1Cc2cc(S(C)(=O)=O)ccc2N(CCN2CC=C(c3c[nH]c4cc(F)ccc34)CC2)S1(=O)=O	-1
CCn1nc(C(=O)Nc2cccc3c2C(=O)N(C)C3=O)cc1C	-10
Next part
SMILES	mcGAS MS inh
O=C(Nc1cccs1)N1CCn2cccc2C1c1ccc(F)c(F)c1 (stereo not given)	-9
Cc1csc(C(C#N)C=Nc2ccccc2N2CCCCC2)n1 (stereo not given)	0
COc1ccc(Cc2nnc(Nc3ccccc3)s2)cc1Br	-2
Cn1c(=O)c2c(=O)cc(N)[nH]c2n(C)c1=O	-4
Cc1cc(N2CCCN(Cc3nc4ccccc4[nH]3)CC2)ccn1	-14
O=C(CN1CCCC1c1ccc2c(c1)OCCO2)Nc1ccccc1 (stereo not given)	-8
CC(C)c1nc(CNCCc2ccc(S(N)(=O)=O)cc2)cs1	-41
CC(C)(Oc1ccc(Cl)cc1)C(=O)N1CCN(c2ccc([N+](=O)[O-])cc2)CC1	-7
Cc1nc(C(C)C)sc1C(=O)NC1CCC(n2cnnc2)CC1 (stereo not given)	-25
Cn1c(C(F)(F)F)nn(CN2CCC(Cc3ccccc3)CC2)c1=S	-5
Cc1ccc(C(CN2CCOCC2)NS(=O)(=O)c2cccc(F)c2)cc1 (stereo not given)	-10
COc1ccc(CCC(=O)NC(c2nccn2C)C(C)C)cc1OC (stereo not given)	-2
CC(CCC(C)(C)C)NC(=O)NCC1(N(C)C)CCOCC1 (stereo not given)	-3
Cc1csc(SCC(=O)c2c(N)n(C)c(=O)n(C)c2=O)n1	-18
CC(C)C(=O)Nc1ccc(SCc2ccncc2)nn1	6
O=C(Nc1nc(-c2cc3ccccc3oc2=O)cs1)c1cnn2c(C(F)(F)F)cc(-c3ccccc3)nc12	-1
Nc1nc(N)nc(COC(=O)Cc2cccs2)n1	-7
CCSc1[nH]c(=O)cc(C)c1C#N	-8&-7
O=C(NC1CCCN(C2CCCCCC2)C1)C1=CCCC1 (stereo not given)	-9
Cc1ccc(S(=O)(=O)N=[N+]([O-])C2([N+](=O)[O-])COC(C)OC2)cc1 (stereo not given)	-4
Cn1cc(CCC(=O)N2CCC(c3n[nH]c(=O)n3-c3ccccc3)CC2)cn1	-23
COc1ccc(C(=O)N2C[C@@H](O)[C@H](NCCc3ncccc3C)C2)cc1	-19
O=C1CSC(c2cccc(C(F)(F)F)c2)N1c1ccc(I)cc1 (stereo not given)	-11
C=CCn1c(=O)c2c(nc3n2CCCN3c2ccccc2)n(C)c1=O	-2
C=CC[C@H]1CC(C)=C[C@H](CC=C)N1Cc1nc(-c2ccoc2)oc1C	-4
CN1CC(=O)N2CCN(Cc3cccn3-c3ncccn3)CC2C1=O (stereo not given)	-14&-11
O=[N+]([O-])c1ccc2[nH]c(O)c(N=Nc3ccccc3F)c2c1	-5
CC(C)NC(=O)NC(=O)COC(=O)C12CC3CC(CC(C3)C1)C2	-3
O=C(O)c1cc2cc(Cc3cccnc3)ccc2o1	-2
O=C(O)c1cc(Br)cc(S(=O)(=O)NCc2ccco2)c1	3
OC(CC1CCCN1CCN1CCCCC1)c1ccccc1 (stereo not given)	1
CN(Cc1ccc(C(N)=O)cc1)C(=O)c1ccc2c(c1)OCO2	-2
CN(C)C(=O)c1cn[nH]c1-c1ccc(F)c(Cl)c1	17
CCC(C)N(C(=O)CN1CCN(c2cc(Cl)ccc2C)CC1)C1CCS(=O)(=O)C1 (stereo not given)	-1
Cc1nc(SCC(=O)N2CCCC2)c2c(C)c(C)sc2n1	-8

A portion of the library (hit frequency here may not be typical).
